# Assay outcomes deposited in PubChem by PCMD.
# C1s inh = blocks human complement C1s protease activity; mean inhibition % of two 10-compound mixtures (active compounds read high), % at 5 µM (by protocol); P09871; purified C1s, fluorogenic AMC substrate, pooled mixtures; 0.16% of 62,000 active;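 active = inhibition above 20% in each of the two 10-compound mixture wells holding the compound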;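 also: 0% = enzyme wells lacking compound mixture and 100% = no-enzyme blank wells; some compounds called inactive have numbers as strong as hits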
# CatB inh = inhibitors of human cathepsin B | purified cathepsin B, fluorogenic substrate, fluorescence | inhibition, %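 (tested at 10 µM)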 | 0.1% of 63,000 active | P07858; in the data active = inhibition above about 21%;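 also: 0% = enzyme with no compound and 100% = no enzyme blank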
# Cathepsin G inh = inhibitors of human cathepsin G | P08311 | purified enzyme, AMC-tetrapeptide fluorescence, pooled mixtures | inhibition, % at 5 µM (by protocol) | 0.2% of 62,000 active | AID 581;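 active = inhibition above 20% in each of the two mixture wells holding the compound; inactive = inhibition of 20% or less in either well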;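 also: 0% = enzyme control without mixture and 100% = blank lacking enzyme; strong numbers were not always called active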
# Target sequence (P08311 21-244 limits assumed): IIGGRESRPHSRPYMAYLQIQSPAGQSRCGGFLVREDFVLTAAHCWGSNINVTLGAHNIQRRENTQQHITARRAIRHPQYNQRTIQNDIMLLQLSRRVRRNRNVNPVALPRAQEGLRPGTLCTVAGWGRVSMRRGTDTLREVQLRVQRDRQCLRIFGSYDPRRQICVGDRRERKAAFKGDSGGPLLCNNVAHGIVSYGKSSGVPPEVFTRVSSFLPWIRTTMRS
# FXIa mix inh = inhibitors of human coagulation factor XIa, pooled mixtures; P03951; inhibition, % at 5 µM; purified FXIa, fluorogenic substrate; 0.19% of 62,000 active; AID 680;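 also: each value is inhibition by a whole ten-compound pool holding the compound; 0% = enzyme with no mixture and 100% = wells lacking enzyme; strong numbers were not always called active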
# AP complement = orthogonal test for alternative complement pathway inhibitors. Human serum alternative complement pathway, LPS-coated ELISA, C3 deposition; tested in compound mixtures. inhibition, % at 5 µM. 0.08% of 62,000 active;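 active = inhibition above 30% in each of the two pooled mixtures holding the compound, so the lower value exceeds 30%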;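 also: 0% = serum in Mg-EGTA without compound and 100% = EDTA serum blank; some compounds past the cut are filed as inactive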
#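 Test system – human serum alternative complement pathway, C3 deposition on LPS-coated wells · Buffer or medium – diluted human serum in Mg2+-EGTA GVB++ · Compound dosing – 5 µM each compound, pools of ten, 50 µM per pool · Schedule – 1 h serum-compound exposure at 37 °C · Measured by – Anti-C3 ELISA, OD 450 nm · Read-out basis – percent inhibition of C3 deposition onto LPS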
# CatL inh = inhibitors of human cathepsin L. purified cathepsin L, fluorogenic substrate, fluorescence. inhibition, %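 (tested at 10 µM)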. P07711. AID 460. 0.17% of 58,000 active; in the data active = inhibition above about 45%;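 also: 0% = enzyme with no compound and 100% = no enzyme blank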
# CatB mix inh = human cathepsin B inhibition by mixtures | P07858 | Purified cathepsin B, AMC dipeptide fluorescence, compound mixtures | inhibition, %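 (ten-compound pools at 5 µM per compound and 50 µM total)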 | 0.06% of 62,000 active; in the data active = inhibition above about 22%, passing the limit was not always enough;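 also: 0% = enzyme without compound and 100% = no enzyme blank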
# FXIIa mix inh = factor XIIa (human) inhibition, mixture screen. P00748. purified FXIIa, fluorogenic substrate, pooled mixtures. inhibition, % at 5 µM. 0.2% of 62,000 active. AID 684;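 also: 0% = enzyme without compound and 100% = no enzyme blank; some results filed as inactive read as strong as hits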
# Target sequence (P00748 20-372 limits assumed): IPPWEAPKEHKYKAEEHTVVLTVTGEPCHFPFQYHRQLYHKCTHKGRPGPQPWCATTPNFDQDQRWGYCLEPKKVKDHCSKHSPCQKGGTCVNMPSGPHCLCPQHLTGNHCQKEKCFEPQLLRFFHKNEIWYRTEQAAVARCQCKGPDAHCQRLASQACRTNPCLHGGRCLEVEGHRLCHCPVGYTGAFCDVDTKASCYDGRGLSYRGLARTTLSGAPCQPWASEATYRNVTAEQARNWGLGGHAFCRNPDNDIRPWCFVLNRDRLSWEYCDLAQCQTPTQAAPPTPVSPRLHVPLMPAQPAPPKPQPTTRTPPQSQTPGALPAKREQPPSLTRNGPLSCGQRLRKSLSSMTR
# Target sequence (P00748 373-615 limits assumed): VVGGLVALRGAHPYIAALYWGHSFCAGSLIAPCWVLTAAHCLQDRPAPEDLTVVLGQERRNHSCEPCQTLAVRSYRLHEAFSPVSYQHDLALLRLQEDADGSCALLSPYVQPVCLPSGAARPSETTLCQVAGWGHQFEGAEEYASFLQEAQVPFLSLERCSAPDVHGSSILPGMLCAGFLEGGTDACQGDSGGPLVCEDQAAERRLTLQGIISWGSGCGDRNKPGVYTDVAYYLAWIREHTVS
# CatS block = blocks human cathepsin S protease activity; recombinant cathepsin S, AMC dipeptide fluorescence, pooled mixtures; P25774; inhibition, %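 (tested at 5 µM per compound within 10-compound mixtures)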; 0.06% of 62,000 active; AID 501; in the data active = inhibition above about 32%, passing the limit was not always enough;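 also: 0% = enzyme without compound and 100% = blank without enzyme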
# Target sequence (P25774 115-331 limits assumed): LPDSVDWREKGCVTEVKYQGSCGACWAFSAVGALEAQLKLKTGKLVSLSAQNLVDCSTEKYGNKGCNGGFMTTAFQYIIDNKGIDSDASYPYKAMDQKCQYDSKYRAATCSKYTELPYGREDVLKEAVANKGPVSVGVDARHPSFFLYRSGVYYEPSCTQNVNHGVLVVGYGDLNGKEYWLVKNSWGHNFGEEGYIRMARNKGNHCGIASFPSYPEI
# Starred values were filed as active, the others as inactive; . = not tested or not shown. Rule as the data show it, unless noted: active = inhibition above about 20% (passing the limit was not always enough); inactive = the rest.
SMILES,C1s inh,CatB inh,Cathepsin G inh,FXIa mix inh,AP complement,CatL inh,CatB mix inh,FXIIa mix inh,CatS block
CCC(C)NC(=O)Cn1c(=O)n(-c2ccccc2)c(=O)c2ccc(C(=O)NCc3ccco3)cc21 (centres undefined),13,3,9,1,3,-1,5,1,10
CN(C)c1ccc(NC(=O)Cn2cc3c(n2)CCCC3)cc1,3,2,6,-3,4,-1,-8,8,-1
C=C(C)COc1ccc(-c2nc(N)ncc2-c2ccc(OC)cc2)c(O)c1,-34,3,2,-11,11,0,-11,7,-12
CCN(CC)C(=O)c1sc(NC(=O)c2ccoc2C)c(C(=O)OC)c1C,-2,7,13,-1,-2,8,0,3,13
O=C(Oc1nsnc1N1CCOCC1)N(c1ccccc1)c1ccccc1,-27,1,6,-2,8,26,0,1,4
Cc1ccccc1S(=O)(=O)Cc1ccc(C(=O)N2CC(C)CC(C)C2)o1 (centres undefined),0,3,4,-5,16,.,1,-1,-2
O=C(Cn1nc(Cc2cccnc2)c2ccccc2c1=O)NCC1CCCO1 (centres undefined),-19,1,-7,1,8,2,6,-1,-8
O=C(CCn1c(=O)oc2ccccc21)NCCCN1CCN(c2ccc(F)cc2)CC1,16,0,18,9,24,0,6,-1,0
CCOc1ccccc1NC(=O)CSc1nnnn1Cc1ccccc1,-31,-1,5,16,7,-2,0,3,-1
Cc1nc(Nc2nc(=O)c3ccccc3n2C)nc2c(C)cccc12,-12,1,2,1,5,-76,2,3,23
CCCCOc1cccc(C(=O)O)c1,-58,3,1,-12,12,4,0,-16,-5
O=C(CCc1nc2ccccc2[nH]1)Nc1ccc2c(c1)OCO2,13,2,3,14,-4,0,3,4,-2
COc1cccc(C(=O)OCn2nnc3ccccc3c2=O)c1OC,-15,6,31,41,10,0,-4,3,8
CCCn1c(CNC(=O)c2ccccc2)nc2ccccc21,3,-3,0,-1,-10,1,0,3,7
COC(=O)CNC(=O)Cc1c(F)cccc1Cl,4,0,11,-1,-7,1,-4,12,9
Cc1nn(Cc2ccccc2Cl)c(C)c1NC(=O)c1noc2c1CCCCC2,-28,2,-4,-7,-1,11,-8,4,3
Cc1onc(-c2c(F)cccc2Cl)c1C(=O)N1CCN(S(C)(=O)=O)CC1,10,4,13,4,-3,14,0,1,8
COc1ccc(C)cc1S(=O)(=O)NC1CCCCC1,3,-3,3,3,4,11,1,1,6
Cc1ccc(-c2nn3c(C)nnc3s2)cc1NC(=O)c1ccc(Br)o1,4,-1,0,4,19,.,7,7,8
COc1cccc(Oc2ccc(N)cc2)c1,3,1,9,-1,6,10,-10,-13,-7
Cc1[nH]n(-c2ccccc2)c(=O)c1-c1ccccc1,-8,-2,9,2,8,.,3,11,2
Cc1cc(-c2ccccc2C(=O)NCc2ccccc2)on1,16,2,59,27*,5,20,7,5,10
COc1ccc(C2SCCN2S(=O)(=O)c2ccc(F)cc2)cc1OC (centres undefined),-4,0,1,16,-2,27,-1,7,7
Fc1ccc(-c2cc(C(F)(F)F)nc(NCC3CCCO3)n2)cc1 (centres undefined),-3,0,9,0,12,-2,1,-15,3
Cn1c(=O)c2c(-c3ccccc3)n(-n3cnnc3)cc2n(C)c1=O,3,59*,9,2,20,25,50*,4,-6
CC(=O)OCCN(Cc1ccccc1)Cc1ccc2c(c1)OCO2,-9,8,-11,5,-17,-6,7,4,20
CCN(CC(=O)Nc1ccccc1C(=O)OC)S(=O)(=O)c1ccc(OC)cc1,1,-3,-1,7,10,1,-6,2,5
CN1c2ccccc2N(C)C1c1ccc2c(c1)OCO2,8,3,7,7,18,-8,3,10,2
COc1ccccc1C1CC(c2ccc(Cl)cc2Cl)Nc2nc(N)nn21 (centres undefined),3,-7,0,6,20,-3,2,-2,2
Cc1cc(NC(=O)c2cccc(C(=O)Nc3cc(C)on3)n2)no1,10,15,14,0,-13,4,5,-2,13
O=C(Nc1ccc2nn(-c3ccccc3)nc2c1)c1cccnc1,15,1,12,7,-6,4,3,12,2
COc1ccc(C(=O)NCC2OCCc3ccccc32)c(O)c1 (centres undefined),-11,2,5,-3,19,-2,2,11,-5
CN1CCN(C(=O)c2ccc(C(C)(C)C)cc2)CC1,8,-3,1,4,15,-4,7,-18,0
O=c1c(Cl)c(NCCO)ncn1-c1ccccc1,4,-6,1,10,8,5,4,6,-3
CC(C)OCC(O)CN1CCN(CC(O)COc2ccc3c(c2)OCO3)CC1 (centres undefined),7,5,9,3,19,.,3,7,-5
Cc1cccc(CSc2nncc(=O)[nH]2)c1,-19,2,7,-9,13,0,-7,4,-4
Cc1ccc(CS(=O)(=O)CCC(=O)NCc2ccccn2)cc1,16,-1,9,7,13,-3,3,3,-8
N#CCCCSc1nnc(-c2ccccn2)o1,-5,1,5,-5,18,9,-5,4,-8
COc1ccc(S(=O)(=O)N(CCCN2CCCC2=O)Cc2cc3cc(C)c(C)cc3[nH]c2=O)cc1,-4,0,3,-4,-10,18,-2,0,-2
CCCCOC(=O)Nc1nc(C)c(C(=O)OCC)s1,5,0,4,-1,-10,.,1,-12,-2

# 3 compounds already listed, ordered by SMILES length, falling:
SMILES,C1s inh,CatB inh,Cathepsin G inh,FXIa mix inh,AP complement,CatL inh,CatB mix inh,FXIIa mix inh,CatS block
CCN(CC(=O)Nc1ccccc1C(=O)OC)S(=O)(=O)c1ccc(OC)cc1,1,-3,-1,7,10,1,-6,2,5
Cc1nn(Cc2ccccc2Cl)c(C)c1NC(=O)c1noc2c1CCCCC2,-28,2,-4,-7,-1,11,-8,4,3
CCCCOC(=O)Nc1nc(C)c(C(=O)OCC)s1,5,0,4,-1,-10,.,1,-12,-2

# Later entries:
SMILES,C1s inh,CatB inh,Cathepsin G inh,FXIa mix inh,AP complement,CatL inh,CatB mix inh,FXIIa mix inh,CatS block
CCn1c(=O)cc(OCC(=O)Nc2ccccc2C#N)c2ccccc21,4,4,5,4,11,7,-2,-5,-2
O=C(Nc1ccc(Cl)cn1)c1cc(S(=O)(=O)N2CCCCC2)ccc1Cl,14,3,11,6,4,5,7,12,12
CCOC(=O)N1CCC(NC(=O)CCc2c(C)nc3nc(C)nn3c2C)CC1,11,-1,9,3,10,11,4,-16,-1
CC(OC(=O)c1cc2sccc2n1C)C(=O)NCc1cccs1 (centres undefined),-6,-1,1,3,5,0,-1,-5,18
CC(C)(C)OC(=O)N1CCC[C@H]1c1nnc(SCc2ccccc2F)o1,-205,2,-14,-26,10,30,-11,1,-14
COC(=O)c1cc2oc(C)cc2n1CC(=O)N1CCCc2ccccc21,13,1,11,8,11,-5,-1,3,-9
Cn1c(=O)oc2cc(S(=O)(=O)NCCC(=O)NCCc3ccc(Cl)cc3)ccc21,-22,0,-1,4,17,.,6,3,-4
CC(C)(C)n1nnnc1C(c1cccs1)N(Cc1ccccc1)Cc1cccnc1 (centres undefined),-5,-2,1,2,11,0,-4,5,5
Clc1ccc(C(c2nnnn2C2CCCC2)N2CCSCC2)cc1 (centres undefined),-28,-2,-12,-3,23,12,-8,-18,-12
CC(=O)C1=C(C)NC(=O)NC1c1ccc(OC2CCCC2)cc1 (centres undefined),-5,-2,-2,3,5,0,-2,1,10
CCOC(=O)Cc1csc(NC(=O)CSc2nnc(C)n2C)n1,-27,8,-13,-3,-7,10,6,0,18
CC1=C(C(=O)OCc2ccccc2)C(c2ccco2)C2=C(CC(C)(C)CC2=O)N1 (centres undefined),3,-4,-1,10,7,.,4,-15,-2
CCOC(=O)Cn1c(=O)oc2cc(S(=O)(=O)NCC3CCCO3)ccc21 (centres undefined),13,2,8,6,15,0,-2,-16,-4
CC(c1ccccc1)C1C(C#N)=C(N)OC2=C1C(=O)CCC2 (centres undefined),-72,0,-8,-24,-9,16,-7,13,-5
CNS(=O)(=O)c1cc(OCC(N)=O)c(C)cc1Cl,-14,1,-13,1,-2,-7,2,14,-7
FC(F)(F)c1cccc(NCc2cn3cccnc3n2)c1,-30,-2,0,-2,-4,8,-6,6,4
CC(C)(C)NC(=O)CSc1nnc(-c2ccncc2)n1Cc1ccccc1,-32,-2,-1,4,1,10,5,-11,15
O=C1c2ccccc2C(=O)N1CCC(=O)N1CCc2ccccc21,5,0,4,9,1,-1,0,8,-10
Cc1ccc(CC(=O)N2CCC(c3nc4c(nnn4Cc4ccccc4)c(=O)[nH]3)CC2)cc1,3,4,7,8,13,0,0,5,4
Cc1cc(C)c2cc(C(O)c3nnnn3Cc3ccccc3)c(=O)[nH]c2c1 (centres undefined),-34,-2,-10,3,-22,-3,3,5,9
CCCCCOC(=O)Cn1c(N2CCOCC2)nc2c1c(=O)[nH]c(=O)n2C,2,1,-8,6,-7,5,3,-5,1
O=C(COc1ccccc1)Nc1ccc(S(=O)(=O)N2CCOCC2)cc1,-3,2,8,-2,1,5,-2,2,-3
Cc1cc(C)cc(NC2=NCC(=O)N2Cc2ccccc2)c1,1,1,-1,10,12,-9,1,2,-7
O=C(c1ccc(S(=O)(=O)N2CCOCC2)cc1)N1CCN=C1SCc1cccnc1,0,-7,-1,4,15,-3,3,5,-5
CC(=O)OC1c2c(ccc3ccc(=O)oc23)OC(C)(C)C1OC(=O)CC(C)C (centres undefined),-12,0,6,0,2,25,-2,9,-1
CC(C)(C)n1nnnc1C(c1cccs1)N(Cc1ccccc1)Cc1ccco1 (centres undefined),5,0,10,4,3,5,4,-20,12
COc1cc(C2C(C#N)=C(N)Oc3c2oc(CO)cc3=O)cc(OC)c1OC (centres undefined),15,4,9,6,-1,.,0,5,11
Cc1ccc(C(=O)NC2CC(C)(C)NC(C)(C)C2)c(C)c1,-23,0,-3,-1,6,.,1,34,-6
COc1ccccc1C(=O)NCCNC(=O)c1ccco1,-8,7,-5,-12,-4,-1,-2,3,8
Cc1nc(N2CCN(S(=O)(=O)c3cccc4nonc34)CC2)c2c3c(sc2n1)CCCC3,-43,6,-17,-4,-14,-5,2,4,0
O=C(COc1ccc(-n2cnnn2)cc1)N1CCN(c2ccc(F)cc2)CC1,-30,1,0,-6,5,1,2,3,-13
N#Cc1nc(-c2ccccc2Cl)oc1NCC1CCCO1 (centres undefined),-37,7,-1,5,6,9,5,-6,6
CCOCCCNC(=O)c1ccc(CS(=O)(=O)Cc2ccc(C)cc2)o1,13,-1,11,6,13,3,3,-1,-2
COc1ccc2oc(C(=O)OCC(=O)c3ccc4c(c3)OCCO4)c(C)c2c1,-4,5,7,-1,6,-1,3,5,-3
COc1cc(S(=O)(=O)N2CCCC3(CCCCC3)C2)ccc1-n1cnnn1,4,2,6,1,7,7,31,3,49
Cc1cccnc1NC(=O)c1c(O)c2ccccc2n(C)c1=O,15,.,11,10,14,-7,8,5,-6
Cc1cccc(Cn2c(CN3CCN(Cc4ccccc4)CC3)nc3c2c(=O)[nH]c(=O)n3C)c1,12,4,3,6,17,.,2,-14,-14
N#Cc1c(/N=C/N2CCCC2)oc(-c2ccccc2)c1-c1ccccc1,4,2,10,4,13,1,-6,-23,2
CCC(c1nnnn1Cc1ccccc1)N(Cc1cc2cc(OC)ccc2[nH]c1=O)CC1CCCO1 (centres undefined),-1,-2,-2,7,10,-11,4,1,16
Cc1cc(S(=O)(=O)n2cnc3ccccc32)c(C)cc1Cl,-2,2,2,-3,-2,4,3,-15,9
CCN(CC)S(=O)(=O)c1ccc(S(=O)(=O)N(Cc2ccccn2)Cc2ccco2)cc1,-4,-4,-3,3,8,-1,4,10,-1
CCP(=O)(c1ccccc1)C(C)(C)O (centres undefined),-1,-3,-7,25,-3,1,22,11,-6
CCCn1c(SCC(=O)c2ccc3c(c2)OCCO3)nc2c1c(=O)n(C)c(=O)n2C,0,-1,2,3,-5,6,0,1,3

# A portion of the library; count on the stated rates, not on these rows.
